Nrf2 ARE act – activators of Nrf2 (ARE) signaling | AREc32 ARE-luciferase reporter (MCF7-derived line), luminescence, 24 h | Potency, µM (series often up to 46.1 µM), without a hit: at the top dose activation, usual class: activators | 0.31% of 410,000 active; note: potency is the fitted concentration of half-maximal effect; % of control where 0% means no effect; nearly all actives have a fitted effect of over 65% in size
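Reporter line AREc32 (ARE-Fluc), seeded overnight in OPTI-MEM with 5% FBS; compound pin-transferred, 24 hr at 37 deg C, 5% CO2; luminescent read-out.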
MCF10A rereplic – inducers of DNA re-replication in MCF 10A breast cells | MCF 10A DNA re-replication, Hoechst nuclear intensity, 48 h | Potency, µM (titrated, usually from 46.1 µM), for inactives: at the top dose activity, positive = re-replication, actives largely listed as activators | 2.9% of 350,000 active | AID 624296; note: potency is the fitted concentration of half-maximal effect; % of control where 0% means no effect; nearly all actives have a fitted effect of over 50% in size
ATXN2 expr inh – ATXN2 expression inhibition; HEK-293 ATXN2-luciferase reporter, luminescence, 24 h; 0.72% of 360,000 active; Potency, µM (doses to about 57 µM), for the others: top-dose activity change, negative = inhibition, actives largely listed as inhibitors; note: potency is the fitted concentration of half-maximal effect; % is set by controls: 0 for no effect and ±100 for the full control effect; nearly all actives have a fitted effect of over 55% in size
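ATXN2-luciferase reporter cells (luciferase flanked by upstream and downstream ATXN2 gene portions) were treated 24 h at 37 °C with compounds at up to 57 uM. SteadyGlo luminescence gave expression; GF-AFC fluorescence gave viability.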
HepG2 tox – kills HepG2 cells in TGF-b inhibitor counter-screen; 0.76% of 410,000 active; Potency, µM (titrated, usually from 46.1 µM), without a hit: at the highest dose activity change, negative = cytotoxicity, hits mostly cytotoxic; HepG2 CAGA-GFP viability, ATP luminescence, 18 h; note: potency is the fitted concentration of half-maximal effect; some results filed as inactive show a strong effect at the top dose
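HepG2 CAGA-GFP cells (1000/well, DMEM with 1% FBS) received compound, then TGF-beta at 500 pg/mL final, and were incubated 18 hours at 37 degrees C. Viability was read by CellTiter-Glo luminescence. Media-only wells were set as complete cell-killing and DMSO as no toxicity.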
TGFb inhibitor – blocks TGF-b signaling; HepG2 CAGA-GFP TGF-b/SMAD3 reporter, GFP fluorescence, 18 h; TGF-beta stimulated, 500 pg/mL final; Potency, µM (series often up to 46.1 µM), for the others: top-dose activity, negative = inhibition, most hits filed as inhibitors; 1.2% of 410,000 active; AID 588855; note: potency is the fitted concentration of half-maximal effect; % is set by controls: 0 for no effect and ±100 for the full control effect; nearly all actives have a fitted effect of over 65% in size
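HEPG2 CAGA-GFP cells (1000/well, DMEM with 1% FBS) were pre-incubated 2 h at 37 degrees C, given compound by pin tool, then stimulated with TGF-beta at 500 pg/mL final for 18 h before per-cell GFP fluorescence imaging.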
A549 viability – kills or reduces viability of A549 cells in Nrf2 counter-screen; A549 ARE-Fluc cells, CellTiter-Fluor viability, 18-24 h; Potency, µM (series often up to 46 µM), without a hit: at the highest dose activity change, negative = cytotoxicity, most hits filed as inhibitors; 0.16% of 390,000 active; AID 504648; note: potency is the fitted concentration of half-maximal effect; % is set by controls: 0 for no effect and ±100 for the full control effect
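A549 ARE-Fluc cells in 5% FBS OPTI-MEM, 5000 cells/well, rested 2 h then exposed to compounds in concentration-response for 18-24 h at 37 °C. Viability by CellTiter-Fluor fluorescence (Ex 405/Em 525) after 30 min; luciferase luminescence (BugLite, 15 min, RT) read afterwards.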
Nrf2 inh – inhibitors of Nrf2 signaling | A549 ARE-Fluc reporter, luciferase luminescence, 18-24 h | 2.1% of 360,000 active | Potency, µM (titrated, usually from 46 µM), without a hit: at the top dose activity change, negative = inhibition, most hits filed as inhibitors | AID 504444; note: potency is the fitted concentration of half-maximal effect; % is set by controls: 0 for no effect and ±100 for the full control effect; nearly all actives have a fitted effect of over 60% in size
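Nrf2 activity is the BugLite luminescence, read 15 min after reagent at room temperature, following CellTiter-Fluor cytotoxicity readout (30 min, 37C). Compound titrations were applied for 18-24 h to 5000 A549 ARE_Fluc cells/well in 5% FBS OPTI-MEM.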
ATXN viability – viability counter-screen for ATXN expression inhibitors; S2 cells (HEK-293 line with an ATXN2-luciferase reporter) viability, CellTiter-Fluor protease fluorescence, 24 h; 0.49% of 400,000 active; Potency, µM (top dose mostly 56.7 µM), hits mostly cytotoxic; note: potency is the fitted concentration of half-maximal effect; nearly all actives have a fitted effect of over 40% in size
IL1B secr inh – blocks inflammasome-driven IL-1 beta release. THP-1 LPS/ATP IL-1B secretion, AlphaLISA, 16 h; hits give low values. 4.7% of 360,000 active. activity change, % at 57.5 µM. AID 743279; in the data active = activity change below about -50%; inconclusive = mostly about -30% to -49%; note: % is set by controls: 0 for no effect and ±100 for the full control effect
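Secreted IL-1B measured by AlphaLISA bead assay after 16 h compound exposure of THP-1 cells; compounds (final up to 57.5 uM) added 1 h before LPS (250 ng/mL) and ATP (1.25 mM) stimulation; lower signal means less secretion.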
The depositor's hits bear a star; i = inactive; ? = inconclusive; . = no result given; & = joins results of further samples; [ ] = dose if it differs, or a comment. Unless noted, calls come from the whole dose curve; as a rule, active = well fitted curve in the direction sought with a large enough effect; inconclusive = small, poorly fitted or top-dose-only effect, or another doubt; inactive = no such curve, though single readings can be large; an effect the other way counts as inactive or inconclusive. Rows were taken by chance, and some 8.8% of all compounds hit somewhere here.

Every second line gives: HepG2 tox | A549 viability | MCF10A rereplic | TGFb inhibitor | IL1B secr inh | ATXN2 expr inh | Nrf2 ARE act | Nrf2 inh | ATXN viability
> O=C(c1cc(S(=O)(=O)N2CCOCC2)ccc1Cl)N1CCOCC1
 : -13% | 1% | 2% | 8% | 5 | -8% | 0.4% | 2% | i
> COc1ccc(S(=O)(=O)N2CCOCC2)cc1NC(=O)CCNC(=O)c1ccc(Br)cc1
 : 14% | 3% | 8% | -1% | 11 | -17% | 3.3% | 0% | ?
> COc1ccc(S(=O)(=O)NCc2cccnc2)cc1Br
 : 7.1µM* | -7% | -1% | -20% | 0 | . | 0.1% | 7.3µM* | ?
> O=C(O)c1cccc(NS(=O)(=O)c2ccc(NC(=O)c3ccco3)cc2)c1
 : 1% | 1% | 1% | -7% | 6 | -8% | 0.2% | 11% | i
> O=[N+]([O-])c1cc(C(F)(F)F)cc([N+](=O)[O-])c1NN=C1CCCCC1
 : -22% | 0% | -6% | ? | -1 | -2% | 15% | -3% | i
> C=CCNC(=O)CN1CCC(c2nc3ccccc3[nH]2)CC1
 : 0% | 12% | 7% | 12% | 0 | . | 0.5% | 0% | i
> COc1cccc(OC)c1OCCN(C)C
 : -1% | 22% | 25% | 0% | 7 | -3% | 0.3% | -2% | i
> COc1ccc(OC)c(C(=O)CN2C(=O)NC(C)(c3ccccc3)C2=O)c1 (stereo not given)
 : 6% | -4% | -10% | 0% | -14 | -5% | 0.0% | -4% | i
> CN(C(=O)COc1ncnc2c1cnn2-c1ccccc1)C1CCCCC1
 : -1% | -18% | 12% | ? | 7 | 0% | 0.0% | ? | ?
> O=C(CCCOc1ccc(Cl)cc1Cl)NNC(=O)c1ccc(NC(=O)c2ccccc2)cc1
 : 8% | 0% | 4% | 3% | 6 | -1% | -0.2% | ? | i
> Cc1oc(-c2cccc(Cl)c2)nc1CSCC(=O)O
 : -24%&3% | 3%&0% | -2% | -26%&4% | 14 | ? | 5.0%&-1.6% | ? | i
> CC(=O)c1ccc(OC(=O)C(CCS(C)(=O)=O)N2C(=O)c3ccccc3C2=O)cc1 (stereo not given)
 : -3% | -15% | 1% | -8% | 16 | 2% | -0.3% | -12% | ?
> CC(C)[C@@H](CO)NS(=O)(=O)c1ccc(Br)cc1F
 : 1% | -5% | ? | 7% | -7 | 2% | -0.6% | -1% | i
> Cc1cc(NC(=O)Nc2ccc(Cl)c(Cl)c2)no1
 : -36% | 0% | 2% | -9% | -9 | 25% | 2.5% | 8% | i
> Cc1ccc(Cn2cc(C(=O)c3ccc(C)cc3)c(=O)c3ccc(C)nc32)cc1
 : -19% | 0% | . | ? | . | . | 0.1% | 4% | .
> CCCn1c(=O)c(C(=O)NNS(=O)(=O)c2ccc(NC(=O)OC)cc2)c(O)c2ccccc21
 : 0% | 8% | ? | -10% | -14 | 0% | -1.0% | -2% | i
> Cc1ccc2cc(CCNC(=O)c3ccc4c(c3)OCO4)c(=O)[nH]c2c1C
 : -5% | -7% | 12% | -3% | 0 | -23% | 0.2% | ? | ?
> COc1cccc(-c2nc(-c3ccccc3)nc(N3CCN(C)CC3)c2C#N)c1
 : -49% | -11% | ? | -21% | -61* | -35% | 3.3% | 0% | i
> COc1cccc(CC(=O)Nc2nc(C)cs2)c1
 : -29% | -1% | 1% | 7% | 11 | 0%[11.3 µM] | 2.3% | 3% | i
> O=C(Nc1ccc2[nH]ccc2c1)c1ccccc1
 : -24% | 2% | 26% | -4% | -12 | -17% | -0.1% | ? | i
> COc1cccc(CNC(=O)[C@@H]2CCCN2C(=O)[C@@H]2CCCN2C(=O)c2cccc3ccccc23)c1
 : . | . | . | . | 0 | -9% | -1.4% | . | i
> CCCc1noc(-c2ccc(N3CCCCC3)c([N+](=O)[O-])c2)n1
 : -33% | 6% | . | -53% | . | 34%[activator] | -0.5% | -8% | i
> O=C(Cn1c(=O)sc2ccccc21)Nc1ccc(S(=O)(=O)N2CCCC2)cc1
 : 3% | -6% | -176%[0.0737 µM] | -8% | 19 | -1% | -0.5% | -18% | i
> COCCSc1nnc(NC(=O)CCS(=O)(=O)c2ccccc2)s1
 : -25% | -5% | ? | ? | -103* | 38% | ? | -3% | i
> O=C(/C=C/c1ccco1)N(Cc1cccc(F)c1)C1CCS(=O)(=O)C1 (stereo not given)
 : 10% | -5% | 12% | 0% | -15 | 9% | 2.9% | -14% | i
> COc1ccc2cc3cc(C(=O)N4CCN(c5ccccc5)CC4)oc3nc2c1
 : -4% | -3% | -2% | 27% | 13 | 3% | -0.8% | 3% | i
> CCCCOc1ccc(C2=NC(c3cccs3)=Nc3ccc(OC)cc3N2)cc1
 : -24% | -17% | . | ? | . | -14% | 5.2% | -18% | i
> CC(C)NC(=O)c1[nH]nc2c1CCc1ccccc1-2
 : 1% | -1% | 6% | -10% | -27 | 25% | 4.0% | 18% | i
> Cc1ccccc1NC(=S)N=Nc1c(O)n(C)c2ccc(S(=O)(=O)N3CCOCC3)cc12
 : -36% | ? | 1% | 5.6µM* | -13 | -39% | 4.5% | ? | i
> O=C(NCCN1CCN(C(=O)c2cccc(Br)c2)CC1)C(=O)NCc1ccccc1
 : -19% | 1% | 11% | 3% | -12 | -7% | -0.8% | -9% | i
> c1ccc(CSc2ncnc3c2ncn3C2CCCCO2)cc1 (stereo not given)
 : -16% | 0% | -9% | -17% | -50* | 24% | 0.2% | ? | i
> O=c1c2[nH]c3ccccc3c2nc(SCc2cccc(F)c2)n1-c1ccccc1
 : -24% | -16% | . | ? | . | . | -1.4% | . | .
> CN(CC(=O)NC(=O)NC1CCCCC1)CC(=O)Nc1ccc(OC(F)(F)F)cc1
 : -43% | ? | 16% | ? | -70* | 10% | 3.1% | ? | i
> O=S(=O)(c1ccc2nc(SCc3ccc(Cl)cc3)[nH]c2c1)N1CCOCC1
 : -19% | -14% | ? | 10µM* | -25 | -21% | 0.5% | 23µM* | i
> COC(=O)[C@@]1(C)[C@H]2C(=O)N(Cc3ccccc3)C(=O)[C@H]2[C@H]2CN=C(SCC(=O)c3ccccc3)N21
 : 7% | -3% | -5% | 2% | -1 | -4% | 5.6% | ? | ?
> CCOC(=O)c1ccccc1NC(=O)CSc1nnc(C(C)C)n1CC
 : -4% | -12% | 6% | -8% | 3 | 1% | -0.2% | -3% | i
> COc1ccc(-n2nc(C)c3c(C(F)(F)F)cc(-c4cccnc4)nc32)cc1
 : 1% | -9% | . | -25% | . | . | -0.1% | 18% | .
> COc1ccc(NC(=S)NCCc2ccc(F)cc2)c(OC)c1
 : 6% | 2% | 6% | -11% | -9 | -4%[11.3 µM] | 0.2% | -8% | i
> O=C(CCC(=O)N1Cc2ccccc2Oc2ncccc21)NCc1ccccc1Cl
 : 9% | -1% | . | 2% | . | -4% | -0.7% | -8% | i
> Cc1occc1C(=O)NNC(=O)Cc1ccccc1
 : 2% | 3% | 11% | 23% | 10 | 3% | 0.1% | 7% | i
> C#CCOCCOCCOCCNc1nc(N2CCN(C(=O)CCCCCCCCCCNC(=O)[C@H](CCCCN)n3cc(C)nn3)CC2)nc(N2CCN(C(=O)CCCCCCCCCCNC(=O)[C@@H]([C@H](C)O)n3cc(C)nn3)CC2)n1
 : -41% | ? | ? | ? | -60* | ? | -2.4% | ? | .
> CC(C)(C)C(=O)OCc1cc(=O)n2nc(C3CC3)sc2n1
 : -14% | 3% | . | -3% | . | 17% | 3.0% | ? | i
> Nc1nc(SCC(=O)O)[nH]c(=O)c1NC(=O)c1ccccc1F
 : -6% | -2% | 0% | -24% | -3 | 2% | -0.2% | 6% | i
> Cc1ccc(C2(C)CC(C)(C)N(C(=O)CSc3nnc(C)s3)c3ccccc32)cc1 (stereo not given)
 : -17% | ? | ? | ? | -85* | -24% | -0.8% | 21µM* | i
> O=S1(=O)N=CN(Cc2cccc(F)c2)c2ccccc21
 : -5% | 0% | 4% | 2% | 5 | 2% | -0.4% | -18% | i
> Cc1ccc(C(NC(=O)C2CCN(CCOc3ccc(Cl)cc3Cl)CC2)c2ccccn2)cc1 (stereo not given)
 : 20µM* | . | . | ? | -68* | 28µM* | 7.1% | . | ?
> COc1ccccc1C(=O)O/N=C(/C)c1ccc(N2C(=O)C3CCCCC3C2=O)cc1 (stereo not given)
 : -25% | -16% | 6% | 3% | 64 | 7% | 0.0% | -6% | i
> CN(CC(=O)Nc1c(Cl)cccc1Cl)C(=O)c1cc(S(=O)(=O)N(C)C)ccc1N1CCCC1
 : -3% | -1% | 1% | 0% | 5 | 4% | -0.1% | 12% | i
> COc1cccc(NC(=S)N(CCCN2CCC(C)CC2)Cc2cccs2)c1
 : -46% | -8% | 7% | ? | -23 | -23% | 3.4% | -10% | i
> O=C(CSc1nc2c([nH]c3ccccc32)c(=O)n1-c1ccc(Cl)cc1)N1CCOCC1
 : 0% | 2% | . | 4% | . | 10% | 0.6% | . | i
> COc1cc(OC)c(OC)cc1/C=N/NC(=O)CSc1ccccc1F
 : -13% | 0% | -6% | -4% | 0 | . | 7.8% | 9% | i
> CC(Oc1ccccc1)C(=O)Nc1ccc(OCc2cc(=O)n3ccsc3n2)cc1 (stereo not given)
 : -7% | 14% | . | -12% | . | -5% | -1.3% | ? | i

Complete entries, quoted from the list. Values in the order: HepG2 tox, A549 viability, MCF10A rereplic, TGFb inhibitor, IL1B secr inh, ATXN2 expr inh, Nrf2 ARE act, Nrf2 inh, ATXN viability
Record of `CC(Oc1ccccc1)C(=O)Nc1ccc(OCc2cc(=O)n3ccsc3n2)cc1` (stereo not given) = -7%, 14%, ., -12%, ., -5%, -1.3%, ?, i
Record of `O=S1(=O)N=CN(Cc2cccc(F)c2)c2ccccc21` = -5%, 0%, 4%, 2%, 5, 2%, -0.4%, -18%, i

Assay outcomes: PubChem BioAssay, National Center for Advancing Translational Sciences (NCATS)
